# EBV LMP1 NFkB = EBV LMP1-driven NF-kappaB luciferase reporter inhibitors, primary screen, cell-based, luminescence, single point | LMP1-induced NF-kappaB luciferase reporter cells | inhibition, % at 12.5 µM | actives 0.69% (n = 350,000); in the data active = inhibition above about 41%;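 also: 0% = neutral control wells and 100% = reference inhibitor control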
# NCOA3 inh = SRC3 coactivator transcriptional activity inhibitors, primary screen, cell-based, luminescence. Nuclear receptor coactivator 3 (Homo sapiens), Q9Y6Q9. HEK293 GAL4-SRC3 luciferase reporter. inhibition, % at 3.6 µM. actives 0.17% (n = 360,000);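 active = inhibition above a per-campaign cutoff, the mean of all compounds plus 3 SD, cut at about 60% in these data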;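 also: 0% = DMSO-treated cells and 100% = gossypol-treated cells at 36 µM; higher means less SRC3-driven luciferase light from the GAL4 reporter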
# ABHD5-PLIN5 inh = ABHD5-PLIN5 interaction inhibitors, primary screen, cell lysate, split luciferase complementation, luminescence; Perilipin-5 (Homo sapiens) + 1-acylglycerol-3-phosphate O-acyltransferase ABHD5 (Homo …; Split G. princeps luciferase complementation, 4 h; inhibition, % at 4 µM; actives 0.78% (n = 360,000); AID 602281, 2012;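 active = inhibition above the mean inhibition across every tested compound plus 3 SD, cut at about 22% in these data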;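 also: 0% = DMSO only wells and the 100% control is not disclosed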
# Target sequence (Q00G26 whole entry, looked up): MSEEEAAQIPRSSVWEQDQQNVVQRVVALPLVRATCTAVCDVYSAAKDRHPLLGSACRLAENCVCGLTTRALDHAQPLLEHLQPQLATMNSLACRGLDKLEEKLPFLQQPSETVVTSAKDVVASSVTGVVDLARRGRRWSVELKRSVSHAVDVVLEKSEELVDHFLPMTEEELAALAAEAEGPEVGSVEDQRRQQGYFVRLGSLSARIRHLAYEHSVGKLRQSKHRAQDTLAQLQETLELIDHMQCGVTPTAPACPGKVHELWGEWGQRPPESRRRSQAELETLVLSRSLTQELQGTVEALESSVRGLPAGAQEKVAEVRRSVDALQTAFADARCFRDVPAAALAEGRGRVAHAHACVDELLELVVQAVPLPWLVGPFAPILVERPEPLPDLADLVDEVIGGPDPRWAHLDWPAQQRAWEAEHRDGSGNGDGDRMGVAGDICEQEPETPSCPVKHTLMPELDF
# Target sequence (Q8WTS1 whole entry, looked up): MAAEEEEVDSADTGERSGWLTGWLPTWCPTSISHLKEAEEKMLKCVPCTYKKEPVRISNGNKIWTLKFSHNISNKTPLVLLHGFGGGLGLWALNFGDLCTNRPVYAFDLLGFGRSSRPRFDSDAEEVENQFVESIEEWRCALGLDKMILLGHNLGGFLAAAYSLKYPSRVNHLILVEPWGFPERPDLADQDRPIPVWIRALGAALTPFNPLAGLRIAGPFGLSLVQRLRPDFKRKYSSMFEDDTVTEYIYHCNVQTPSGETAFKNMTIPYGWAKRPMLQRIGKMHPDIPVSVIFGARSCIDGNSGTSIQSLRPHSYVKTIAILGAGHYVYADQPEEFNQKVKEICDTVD
# NOD2 RIPK2 PPI = NOD2-RIPK2 binding disruptors in cells, primary screen, fluorescence, CHO cells, BLA complementation | Receptor-interacting serine/threonine-protein kinase 2 (Homo sapiens), O43353 | CCF4 ratio | inhibition, % at 4.98 µM | actives 0.38% (n = 360,000) | AID 624267, 2012; in the data active = inhibition above about 21%;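 also: 0% = vehicle only and 100% = reference blocker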
# MC4R antagonist = MC4R antagonists of cAMP signaling, primary screen, cell-based, TR-FRET, antagonist arm of biased-ligand search. actives 0.48% (n = 360,000). inhibition, % at 6.5 µM. AID 540295, 2011. MC4R-expressing cells, MTII-stimulated cAMP, LANCE TR-FRET. Melanocortin receptor 4 (Homo sapiens), P32245;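 active = inhibition above its plate's cutoff, the mean of tested wells on that plate plus 3 SD, cut at about 29% in these data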;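 also: 0% = Melanotan II alone and 100% = Melanotan II plus saturating MCL0020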
#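 Assay system: human MC4R-expressing U2OS cells; reagent: Melanotan II stimulation of cells; dosing: 6.5 µM single dose; timing: compound 30 min, challenge 1 h, detection 1 h; signal: TR-FRET cAMP assay; replicates: one well per compound, no replicates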
# NCOA2 inhibitor = inhibition of GAL4-SRC2 driven luciferase reporter, primary screen, SRC2 inhibitor project, cell-based, luminescence | Nuclear receptor coactivator 2 (Homo sapiens), Q15596 | inhibition, % at 9 µM | HEK293 GAL4-SRC2 luciferase reporter | actives 0.17% (n = 370,000) | AID 651957, 2012;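 active = inhibition above the mean inhibition of all tested compounds plus 3 SD, set per campaign, cut at about 52% in these data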;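 also: 0% = DMSO treated cells and 100% = cells given Gossypol at 36 µM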
# TLR9-MyD88 inh = inhibitors of TLR9-MyD88 association in cells, primary screen, cell-based, CHO, BLA complementation, fluorescence; Toll-like receptor 9 (Homo sapiens) + Myeloid differentiation primary response protein …; AID 504734, 2011; CCF4 FRET ratio; actives 0.21% (n = 340,000); inhibition, % at 4.98 µM;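 active = inhibition above the mean over all tested compounds plus 3 SD, cut at about 21% in these data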;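 also: 0% = DMSO only wells and 100% = clavulanate BLA inhibitor control wells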
# NR2F2 inh = NR2F2 transcriptional activity inhibitors, primary screen, cell-based, luciferase reporter, HEK293T, luminescence | HEK293T NGFI-A luciferase reporter | inhibition, % at 8.6 µM | actives 0.7% (n = 370,000) | AID 686940, 2013;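 active = inhibition above a per-plate cutoff, mean inhibition of test wells between control levels plus 3 SD, cut at about 38% in these data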;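 also: cells cotransfected with COUP-TFII expression vector driving the NGFI-A reporter; 0% = median of COUP-TF2 test wells and 100% = reporter-only cells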
# MC4R barr agon = MC4R agonists recruiting beta-arrestin, primary screen, cell-based, luminescence, agonist arm of biased-ligand search. Melanocortin receptor 4 (Homo sapiens), P32245. U2OS MC4R beta-arrestin complementation; percent of melanotan II response, DMSO zero. activation, % at 8.9 µM. actives 0.98% (n = 360,000). AID 540308, 2011;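 active = activation above a per-plate cutoff, the mean activation of sample wells on that plate plus 3 SD, cut at about 8% in these data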
# LRH-1 inv ag = LRH-1 (NR5A2) inverse agonists, primary screen, cell-based, luminescence, HEK293T, StAR-luciferase reporter. LRH-1 transfected, 24 h. actives 0.13% (n = 360,000). AID 602396, 2012. inhibition, % at 3.6 µM. Nuclear receptor subfamily 5 group A member 2 (Homo sapiens), O00482;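 active = inhibition above the mean inhibition of all tested compounds plus 3 SD, cut at about 73% in these data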;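 also: 0% = DMSO wells and 100% = reporter-only cells lacking LRH-1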
# SRC1 inh = SRC1 coactivator transcriptional activity inhibitors, primary screen, cell-based, luminescence. inhibition, % at 3.6 µM. actives 0.12% (n = 360,000). Nuclear receptor coactivator 1 (Homo sapiens), Q15788. HEK293 GAL4-SRC1 luciferase reporter;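 active = inhibition above the campaign mean plus 3 SD, with each screening campaign given its own cutoff, cut at about 60% in these data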;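 also: 0% = DMSO treated cells and 100% = gossypol at 36 µM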
# Starred values were filed as active, the others as inactive; · = no result given. This is a subset (hit frequency here may not be typical).
TLR9-MyD88 inh	NR2F2 inh	ABHD5-PLIN5 inh	NCOA3 inh	SRC1 inh	MC4R antagonist	LRH-1 inv ag	NOD2 RIPK2 PPI	MC4R barr agon	EBV LMP1 NFkB	NCOA2 inhibitor	mol
1	-13	-2	-3	3	8	8	8	1.0	-6	17	CC(C(=O)NCC1CCCCC1)N(C)Cc1ccc(Cl)cc1 (stereo not given)
-7	5	-6	-5	11	-1	3	2	1.8	-11	14	COC(=O)CNC(=O)CSc1nnc(-c2ccc(OC)cc2)n1CC(C)C
-1	-7	-9	0	-4	9	2	-12	-0.8	-3	-22	Cc1ccc(C)c(SCc2nc3sc(C(=O)O)c(C)c3c(=O)[nH]2)c1
-8	-5	4	4	-11	-15	1	-7	-0.4	2	-11	O=[N+]([O-])c1cc(Br)c(OCc2nnc(-c3ccccc3)o2)c(Br)c1
-4	-4	2	-26	-7	3	-6	3	-0.6	-7	6	COCCNC(=O)CN(C(=O)CCC(=O)Nc1ccccn1)c1ccc(C)cc1
-12	24	-5	17	-10	5	8	3	-1.9	7	-1	Cc1ccc(NC(=O)C(C)Oc2ccccc2)cc1S(=O)(=O)N1CCCCCC1 (stereo not given)
-4	11	7	-18	-2	4	4	0	0.5	0	-39	CC1CN(C(=O)CSc2nnc(CNC(=O)c3ccc(S(=O)(=O)N(C)C)cc3)o2)CC(C)O1 (stereo not given)
-1	-8	0	6	-19	10	-13	-1	1.8	6	13	CC(=O)Nc1ccc(S(=O)(=O)N2CCSC2c2ccccc2Cl)cc1 (stereo not given)
-10	-13	-1	9	-4	17	-9	-1	1.4	-3	-14	Cc1c(Cl)cnc(NC(=O)COC(=O)c2ccncc2)c1Cl
2	-22	6	0	1	3	8	1	0.4	-8	-42	O=C(COc1ccc(F)cc1F)N1CCCCCCC1
0	9	1	-17	-19	11	1	-7	8.2	-5	11	CCCCN(Cc1cccs1)S(=O)(=O)c1csc(C(N)=O)c1
·	-23	0	-2	-1	-5	20	-12	0.4	·	13	CNc1cc(-c2c(OC)cccc2OC)ncn1
6	21	0	5	-15	0	10	-2	-4.2	-7	23	CS(=O)(=O)N1CCN(CC(=O)NC2CCCCC2)CC1
6	-9	-5	8	-3	-2	-10	-3	-1.4	0	-19	COCCN(C(=O)c1ccccc1Oc1ccccc1)c1c(N)n(CC(C)C)c(=O)[nH]c1=O
-6	-11	1	-16	-8	6	-21	-6	-1.0	-11	-53	O=C(CN1C(=O)NC(Cc2ccccc2)C1=O)Nc1ccccc1 (stereo not given)
-4	3	-4	5	-2	-4	38	6	-2.5	-3	2	Cc1nn(-c2ccccc2)c(N)c1Sc1ccc([N+](=O)[O-])cc1
2	1	-13	-24	-22	5	-21	-9	2.4	6	11	Cc1ccc(C(=O)c2ccc([N+](=O)[O-])cc2)cc1
2	-32	2	4	-6	10	-10	-4	-2.2	-13	4	Cc1ccccc1/C=N/NC(=O)Cn1nnc(N)n1
6	-2	-6	1	5	-7	13	7	-3.2	86*	-11	CN1C(=O)N(C)c2ccc(C=O)c3cccc1c23
-6	2	11	1	21	5	5	5	1.4	-9	2	COc1ccc(S(=O)(=O)N2CCOC2CNC(=O)C(=O)NCCCN2CCCC2=O)cc1OC (stereo not given)
2	-15	-5	-50	-15	0	5	4	-0.9	-5	-22	O=C(Nc1cccc2c1[nH]c(=O)c1ccccc12)C(F)(F)F
-9	5	-5	-35	-57	-5	0	-12	-1.0	-6	-23	COc1ccccc1CNCCS(=O)(=O)NCc1ccccc1
-1	-2	1	-21	4	8	10	-2	-1.8	-1	1	CCC(CC)C(=O)Nc1ccccc1-n1cccc1
-7	-26	-5	-69	-57	-1	-24	-10	2.1	-23	-46	N#Cc1cn(-c2ccccc2)nc1-c1ccc2c(c1)OCCO2
-1	1	-6	-14	-18	2	-7	-1	-2.1	-4	-28	CCN(CC)S(=O)(=O)c1ccc2c(c1)c(=O)c(C(=O)N1CCOCC1)cn2C
-5	2	0	10	-3	8	-18	1	-1.6	-1	1	Cc1cc(C)c(C(N)=O)c(Cl)n1
6	-8	0	-5	1	9	7	-1	2.3	11	-2	COc1cc(C)ccc1OCCCCN1CC(C)OC(C)C1 (stereo not given)
8	2	-1	8	-3	-5	-31	-7	-0.9	-14	-18	O=C(CNC(=O)c1ccccc1F)N/N=C/c1cc(Br)ccc1OCc1ccccc1
1	-32	9	-2	4	1	16	4	-0.7	0	12	COc1ccc(S(=O)(=O)NC(Cc2ccccc2)C(=O)O)cc1 (stereo not given)
-9	22	-2	-5	3	11	3	0	1.2	0	10	O=C(Nc1cc(C(=O)N2CCCC2)ccc1N1CCCC1)c1ccccc1

# Some entries already given, showing only TLR9-MyD88 inh and NR2F2 inh:
compound	TLR9-MyD88 inh	NR2F2 inh
COc1ccc(S(=O)(=O)NC(Cc2ccccc2)C(=O)O)cc1 (stereo not given)	1	-32
O=C(Nc1cc(C(=O)N2CCCC2)ccc1N1CCCC1)c1ccccc1	-9	22

# Next part:
TLR9-MyD88 inh	NR2F2 inh	ABHD5-PLIN5 inh	NCOA3 inh	SRC1 inh	MC4R antagonist	LRH-1 inv ag	NOD2 RIPK2 PPI	MC4R barr agon	EBV LMP1 NFkB	NCOA2 inhibitor	mol
-13	7	-3	8	4	2	5	-4	-1.8	35	-10	O=C(NC1CCCc2ccccc21)c1cccc(S(=O)(=O)N2CCN(c3ccccc3)CC2)c1 (stereo not given)
-5	10	4	-3	0	14	-10	2	0.6	-9	-19	CN(Cc1nc2ccccc2c(=O)[nH]1)C(=O)C1CC(=O)N(c2cccc3ccccc23)C1 (stereo not given)
-7	-5	4	2	2	15	2	6	5.5	-18	-8	Cc1ccc2c(COC(=O)c3ccccc3OC(F)F)cc(=O)oc2c1
7	-18	-5	-11	-5	-12	2	3	0.1	12	-9	Cc1onc(-c2ccccc2)c1C(=O)Nc1sc2c(c1C#N)CCC(C)C2 (stereo not given)
-7	3	0	-6	-9	11	0	-1	-0.1	4	-33	CC(C)(C)NC(=O)C(OC(=O)c1cccs1)c1ccccc1 (stereo not given)
1	13	1	-6	-16	0	12	-1	-1.2	-1	-2	COCCN(C(=O)CNC(=O)c1ccco1)C(C(=O)NC1CCCC1)c1ccc(F)cc1 (stereo not given)
10	-19	0	-4	-7	2	8	-9	-1.4	-10	-13	OC(COCc1ccccc1)CN1CCCC1 (stereo not given)
-7	-5	5	16	-8	10	-11	-7	-0.2	0	-9	CCN(CC)S(=O)(=O)c1ccc(C)c(NC(=O)CN2CCN(C)CC2)c1
-2	1	-10	-1	-22	9	7	1	-1.8	-1	8	CN(c1ccccc1)S(=O)(=O)c1cccc(NC(=O)Nc2ccc(Cl)cc2C#N)c1
4	-10	-5	8	-4	3	-4	-3	-0.9	10	-14	NC1=NC(=O)CC(C(=O)NCCc2ccccc2)S1 (stereo not given)
-1	6	4	2	7	2	-10	3	1.5	20	10	COc1ccc(Nc2nc(C(=O)NCc3ccco3)cs2)cc1
-1	12	-5	-4	-3	8	13	2	-1.5	8	-7	Cc1ccc(S(C)(=O)=NC(=O)NC(=O)c2c(F)cccc2Cl)cc1 (stereo not given)
-8	12	0	-6	-3	1	-9	7	-1.2	-8	17	COC(=O)CCCC(=O)NC1CCCc2c1cnn2-c1ccc(F)cc1F (stereo not given)
2	-10	1	5	-7	-2	11	-13	-0.9	2	3	O=C(CN1CCCN(Cc2ccc(F)cc2Cl)C1=O)NCc1ccccc1
1	-23	-1	5	1	0	-10	-10	-1.8	1	27	CCOC(=O)c1cnn(Cc2ccccc2Cl)c1N
-6	5	3	-5	8	-3	9	-15	-1.2	-2	-11	O=C(Cc1ccc(NC(=O)C2CCCN(C(=O)C3CCC3)C2)cc1)Nc1cccc(C(=O)N2CCCC2)c1 (stereo not given)
-7	-21	1	6	-27	23	0	-16	0.4	-17	-24	O=C1CCCC2=C1C(c1ccc(O)c(O)c1)Nc1ccc3ncccc3c12 (stereo not given)
-11	-122	6	1	-22	-2	40	5	-0.8	-2	-149	CCN1C(=O)CCN(C2CCCC2)c2nc(Nc3ccc(C(=O)NC4CCN(C)CC4)cc3OC)ncc21
-3	-15	1	-6	3	11	9	-8	1.6	-4	14	N#CC(c1nc2ccccc2nc1OCCO)S(=O)(=O)c1ccccc1 (stereo not given)
3	-2	-2	8	-12	-3	6	-4	-2.6	-1	-37	CC(OC(=O)CCc1nc2ccccc2c(=O)[nH]1)C(=O)Nc1cccc(C(F)(F)F)c1 (stereo not given)
·	19	1	11	11	11	-23	-3	-1.5	·	-1	CCc1nc2ccc(C(=O)Nc3ccc(NC(C)=O)cc3)cn2c1N(C)CCC(C)C
-1	12	3	16	13	0	4	1	-0.8	2	3	COc1ccc(OC)c(CC(NC(C)=O)C(=O)NC2CCN(c3c(Cc4ccccc4)c(C)nc4ncnn34)CC2)c1 (stereo not given)
8	7	1	14	-3	2	4	-3	-2.9	-1	13	CCOC(=O)C[N+](C)(C)CCOC1CC2CCC1(C)C2(C)C (stereo not given)
2	-2	6	7	1	7	-10	-11	-0.9	1	0	CCOc1nc(N(C)C)nc(-n2nnc(C(C)=O)c2C)n1
·	4	5	14	-35	·	-7	-2	·	·	13	C[C@H]1CN([C@@H](C)CO)S(=O)(=O)c2ccc(Br)cc2O[C@H]1CN(C)C(=O)CN(C)C
·	-20	0	·	·	·	13	1	·	·	-39	CCOc1cc(OCC)cc(C(=O)N2CCC[C@H]2C(=O)N2CCC[C@H]2C(=O)N[C@@H](C)c2ccccc2)c1
-6	21	-3	13	5	7	0	-28	-0.6	-3	10	Cc1cc(C)c(S(=O)(=O)N2CCN(c3ccc([N+](=O)[O-])c(NCc4ccco4)c3)CC2)c(C)c1
3	-41	-12	-81	-68	0	-129	4	-2.2	-38	-64	Cc1cccc(NC(=S)NNC(=O)c2csc(C(C)C)c2)c1

# Screening results: PubChem BioAssay, several laboratories
